From PubChem
ssDAF-12 act: activates DAF-12 receptor from parasite S. stercoralis; 1% of 370,000 active; activation, % at 6.8 µM; AID 652126; HEK293 ssDAF-12/GRIP1 lit1-tk-luc reporter, luminescence; % of 3 µM dafachronic acid response;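 active = activation above the mean over all tested compounds plus 3 SD, cut at about 0.9% in these data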;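 note: 0% = DMSO-only wells and 100% = 3 µM delta7-dafachronic acid wells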
PLC-gamma1 inh: blocks human PLC-gamma1 enzyme activity; 0.84% of 370,000 active; inhibition, % at 12.2 µM; P19174; AID 720700; purified PLC-gamma1, fluorogenic substrate, fluorescence; in the data active = inhibition above about 9.5%
NR1D1 modulator: Rev-erb alpha (human) modulation; 0.79% of 370,000 active; AID 1259318; Rev-erbα–FITC-DNA binding, fluorescence polarization, 90 min; activity, % at 10 µM; P20393;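 active = activity above about 14%, limit read from the data; passing the limit was not always enough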;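 note: 0% = DMSO wells with 35 nM protein and 100% = DMSO wells with 750 nM protein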
Target sequence (P20393 whole entry, looked up): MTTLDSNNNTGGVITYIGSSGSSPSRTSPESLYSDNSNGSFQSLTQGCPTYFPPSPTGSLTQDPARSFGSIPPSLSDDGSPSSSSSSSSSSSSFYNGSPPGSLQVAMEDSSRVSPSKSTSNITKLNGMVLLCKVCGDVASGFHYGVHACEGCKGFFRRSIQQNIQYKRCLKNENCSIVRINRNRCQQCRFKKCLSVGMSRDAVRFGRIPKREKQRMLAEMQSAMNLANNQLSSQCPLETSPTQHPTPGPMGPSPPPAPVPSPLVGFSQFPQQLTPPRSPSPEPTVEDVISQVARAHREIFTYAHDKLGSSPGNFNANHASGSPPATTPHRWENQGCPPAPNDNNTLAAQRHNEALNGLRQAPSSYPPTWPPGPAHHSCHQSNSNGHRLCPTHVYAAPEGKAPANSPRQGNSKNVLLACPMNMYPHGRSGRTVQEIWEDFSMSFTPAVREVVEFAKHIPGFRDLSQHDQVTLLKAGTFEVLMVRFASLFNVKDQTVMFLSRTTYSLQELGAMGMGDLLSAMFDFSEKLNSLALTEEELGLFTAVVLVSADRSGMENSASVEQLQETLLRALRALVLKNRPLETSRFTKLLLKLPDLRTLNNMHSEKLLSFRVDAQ
hcDAF12 agonist: activators of H. contortus DAF-12 nuclear receptor. HEK293 hcDAF-12 lit1-tk-luc reporter, luminescence; 0% DMSO, 100% Δ7-dafachronic acid. activation, % at 6.8 µM. 1.4% of 370,000 active. AID 652067;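 active = activation above the mean of all tested compounds plus 3 SD, cut at about 5.5% in these data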;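 note: 100% = response to 3 µM Δ7-dafachronic acid high control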
DAX1 inh-1: inhibits human nuclear receptor DAX1; P51843; HEK293 Gal4-DAX1 luciferase reporter, luminescence; inhibition, % at 6.75 µM; 0.99% of 340,000 active; AID 504766;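 active = inhibition above the mean over all tested compounds plus 3 SD, cut at about 4.2% in these data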;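 note: 0% = DAX1-transfected cells with DMSO and 100% = empty-vector control cells with DMSO; inhibition shows as a rise in luminescence from relieved DAX1 repression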
SMARCA2 activ: increases SMARCA2 function in MMTV reporter cells. 1% of 370,000 active. MG213 cells, MMTV-luciferase reporter, dexamethasone, overnight. activation, % at 9.1 µM. AID 652017; in the data active = activation above about 7.8%;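 note: 0% = vehicle wells and 100% = reference activator wells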
DAX1 inh-2: DAX1 (NR0B1) inhibition, primary screen; HEK293T StAR-luciferase reporter, SF-1/DAX-1 repression relief; inhibition, % at 6.8 µM; 1.1% of 370,000 active; AID 652010;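 active = inhibition above the mean over all tested compounds plus 3 SD, cut at about 3.6% in these data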;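 note: 0% = DAX-1 cells with DMSO and 100% = cells lacking DAX-1 with DMSO; higher inhibition means more luminescence from relief of DAX-1 repression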
hgDAF12 agonist: hgDAF-12 agonism, primary luciferase screen. activation, % at 6.8 µM. AID 687014. 1.8% of 370,000 active. HEK293 GAL4-hgDAF12 UAS-luciferase reporter, agonist luminescence; normalized to butyrate control;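 active = activation above a cutoff set at the mean of all screened compounds plus 3 SD, cut at about 10% in these data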;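 note: 0% = DMSO wells and 100% = sodium butyrate wells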
PLCb3 inh: blocks human PLC-beta3 enzyme activity; 0.18% of 370,000 active; Purified PLC-beta3, fluorogenic substrate, fluorescence; inhibition, % at 12.2 µM; Q01970; in the data active = inhibition above about 11%;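 note: 0% = median of compound wells on plate and 100% = full blocker control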
MBD2 inh: blocks human MBD2 binding to methylated DNA; AID 686964; 0.31% of 370,000 active; TR-FRET, MBD2 binding to methylated oligonucleotide; inhibition, % at 4.4 µM; in the data active = inhibition above about 13%
Target sequence (Q9UBB5 whole entry, looked up): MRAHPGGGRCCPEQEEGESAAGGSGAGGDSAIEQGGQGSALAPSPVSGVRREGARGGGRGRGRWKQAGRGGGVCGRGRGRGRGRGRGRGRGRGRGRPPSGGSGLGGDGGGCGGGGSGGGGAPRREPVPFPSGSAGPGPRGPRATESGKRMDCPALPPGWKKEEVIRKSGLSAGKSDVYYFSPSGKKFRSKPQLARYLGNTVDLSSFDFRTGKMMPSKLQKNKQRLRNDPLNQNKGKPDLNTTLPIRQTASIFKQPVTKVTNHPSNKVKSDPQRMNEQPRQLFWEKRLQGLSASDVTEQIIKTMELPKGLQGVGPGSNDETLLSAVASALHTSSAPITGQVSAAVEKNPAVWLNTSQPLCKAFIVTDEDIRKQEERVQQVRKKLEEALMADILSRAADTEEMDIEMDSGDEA
ADAM17 inh: inhibitors of human ADAM17 | inhibition, % at 6.95 µM | P78536 | 0.83% of 370,000 active | recombinant ADAM17, EDANS/DABCYL FRET peptide cleavage | AID 720648;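 active = inhibition above the mean of compounds lying between control limits plus 3 SD, set per campaign, cut at about 8.5% in these data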;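 note: 0% = DMSO-only wells as the low control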
An asterisk follows results filed as active; i = inactive.

SMILES	ssDAF-12 act	PLC-gamma1 inh	NR1D1 modulator	hcDAF12 agonist	DAX1 inh-1	SMARCA2 activ	DAX1 inh-2	hgDAF12 agonist	PLCb3 inh	MBD2 inh	ADAM17 inh
S=C(NCCNC(=S)Nc1ccccc1)Nc1ccccc1	-1.3	-0.4	-2.7	0.7	0.8	-3.0	-0.1	2.8	-6.1	-6.7	-4.4
CC1(c2ccc3ccccc3c2)NC(=O)N(CC(=O)N2CCCC(C(F)(F)F)C2)C1=O (centres undefined)	-0.4	4.5	-3.2	-0.9	-0.7	4.7	-1.9	-3.8	4.4	-7.1	-1.3
CCC(=O)Nc1c(C)ccc2nsnc12	-0.9	-63.7	-7.4	-0.6	0.9	1.1	-0.1	0.4	-79.7	6.5	-9.1
COc1ccc(-c2cn(CCCOCc3ccccc3)nn2)cc1	-1.9	0.8	2.2	-0.9	0.3	-0.4	0.0	-1.3	1.1	3.8	-1.4
COc1ccc(CCNC(=O)C(=O)Nc2ccc3c(c2)OCO3)cc1OC	-1.8	2.5	-0.8	-0.4	1.6	0.9	-0.8	0.4	-2.0	6.4	-3.1
COCCCNC(=O)CNC(=O)c1cn(-c2ccccc2OC)c(=O)c2ccccc12	-1.5	-0.6	-7.1	0.7	1.4	2.2	0.7	-0.8	-6.5	0.0	-5.5
CCN(CC)C(=O)/C(=C/c1ccc2c(c1)OCO2)NC(=O)c1ccc(Br)cc1	-1.4	-4.5	11.4	-0.1	-1.2	-3.5	0.1	5.6	-7.0	0.6	1.8
COc1ccccc1N1CCN(C(=O)c2cccs2)CC1	-1.4	3.1	-3.0	1.8	-0.8	-2.8	0.0	-0.8	0.3	-7.9	-5.8
CCOc1ccc(-c2nc3n(c(=O)c2C#N)CCS3)cc1	-1.2	-190.1	-5.1	-1.9	0.3	0.7	-0.1	-0.5	-253.5	3.6	-111.5
COc1ccc(-c2nc3ccccc3n2OCC(=O)O)cc1	0.3	-4.4	2.4	0.7	2.7	3.0	2.0	10.6*	-4.3	0.0	-2.9

Results in DAX1 inh-2, for some of the entries so far:
| Compound | DAX1 inh-2 |
| --- | --- |
| COc1ccccc1N1CCN(C(=O)c2cccs2)CC1 | 0.0 |
| CCOc1ccc(-c2nc3n(c(=O)c2C#N)CCS3)cc1 | -0.1 |
| COc1ccc(-c2nc3ccccc3n2OCC(=O)O)cc1 | 2.0 |

Next compounds
SMILES	ssDAF-12 act	PLC-gamma1 inh	NR1D1 modulator	hcDAF12 agonist	DAX1 inh-1	SMARCA2 activ	DAX1 inh-2	hgDAF12 agonist	PLCb3 inh	MBD2 inh	ADAM17 inh
CC(C)(C)c1cnnn1-c1ccc(/C=N/Nc2ccc([N+](=O)[O-])cc2)cc1	-0.6	-6.0	9.2	2.6	0.6	-1.4	-1.1	3.9	-9.8	2.5	-1.7
CS(=O)(=O)NCC(c1cccnc1)N1CCN(c2ccc(F)cc2)CC1 (centres undefined)	-1.2	-1.1	-4.7	0.1	0.6	1.3	-0.1	-2.0	1.8	-3.1	-1.9
COc1ccc2nc(/C(C#N)=C\c3ccc(C(=O)O)cc3)[nH]c2c1	0.0	i	1.0	3.7	0.4	7.4	1.9	12.8*	i	-7.5	-8.9
O=C(c1ccccc1)N1N=C(c2ccccc2)CC1(O)C(F)(F)F (centres undefined)	-1.4	7.7	-8.8	-0.7	0.9	-2.7	0.2	0.6	-0.6	-1.5	5.4
CC(=O)c1cccc(NC(=O)c2c(C)nn(-c3ccccc3)c2Cl)c1	-2.2	1.2	-0.5	-2.1	-0.4	4.0	-0.4	-0.1	-1.3	-2.4	-0.5
CCOC(=O)c1ccccc1NC(=O)C1CC(=O)N(C(C)(C)C)C1 (centres undefined)	-1.1	-0.8	-3.4	0.1	0.1	0.0	0.7	-2.1	-6.1	-0.1	-3.9
N#CC1=C(N)Oc2n[nH]c(-c3ccccc3)c2C1c1cccc(OC(=O)N2CCOCC2)c1 (centres undefined)	-0.8	-0.9	0.1	-1.7	-0.1	-3.4	0.0	-2.5	-8.0	-5.4	-2.2
C/C(CC(=O)NC12CC3CC(CC(C3)C1)C2)=N\NC(=O)c1ccc(C)cc1	-1.7	3.0	-4.4	-0.7	3.2	2.8	0.2	3.0	-7.3	1.2	0.0
CCc1nnc(NS(=O)(=O)c2ccc(NC(=O)/C=C/c3ccc(F)cc3)cc2)s1	-0.8	-3.3	-2.6	-0.2	0.0	-1.5	-0.3	-2.7	-1.6	-1.5	3.2
CCOC(=O)c1ccc(NC(=S)N(CCN(C)C)C(C)c2ccncc2)cc1 (centres undefined)	-1.5	4.9	-1.6	-1.3	-0.2	11.3*	-0.5	-1.1	-1.0	-6.4	3.5

Look-ups from the list:
NR1D1 modulator with N#CC1=C(N)Oc2n[nH]c(-c3ccccc3)c2C1c1cccc(OC(=O)N2CCOCC2)c1 (centres undefined) = 0.1
PLC-gamma1 inh with O=C(c1ccccc1)N1N=C(c2ccccc2)CC1(O)C(F)(F)F (centres undefined) = 7.7
ADAM17 inh with CC(C)(C)c1cnnn1-c1ccc(/C=N/Nc2ccc([N+](=O)[O-])cc2)cc1 = -1.7
hgDAF12 agonist with CCOC(=O)c1ccccc1NC(=O)C1CC(=O)N(C(C)(C)C)C1 (centres undefined) = -2.1

Continued:
SMILES	ssDAF-12 act	PLC-gamma1 inh	NR1D1 modulator	hcDAF12 agonist	DAX1 inh-1	SMARCA2 activ	DAX1 inh-2	hgDAF12 agonist	PLCb3 inh	MBD2 inh	ADAM17 inh
NC(=O)COC(=O)c1ccc(-c2ccc(O)cc2)cc1	-1.2	-35.1	-4.7	1.3	0.7	4.6	0.2	2.4	-53.8	0.6	-18.9
O=C(COC(=O)c1cc(S(=O)(=O)N2CCOCC2)c(Cl)cc1Cl)NCc1ccco1	-0.6	0.5	1.4	-0.1	0.2	7.5	0.5	0.0	-0.6	-2.6	-0.3
O=C(CCSc1ccccc1)NCCSCc1ccco1	-1.4	1.6	-4.9	-0.4	-1.5	-3.1	0.2	-1.6	1.7	-0.1	1.8
CCOc1ccccc1N(CC(=O)NCCSc1ccccn1)S(=O)(=O)c1ccccc1	-1.4	0.5	-3.0	-2.4	-0.1	-2.9	-0.5	0.3	-6.2	0.8	0.3
O=C(CCCN1C(=O)/C(=C\c2ccccc2)SC1=S)Nc1ccc(O)cc1C(=O)O	-0.7	3.7	-2.6	-0.3	0.2	-2.8	-1.1	-0.8	-1.8	-3.1	-3.4
O=C(CCCCCn1c(=S)[nH]c2ccc(N3CCOCC3)cc2c1=O)NCc1cccc(Cl)c1	-1.0	-98.7	-1.0	0.5	0.1	-0.6	0.6	3.4	-135.3	-2.7	-13.4
CN(C)S(=O)(=O)c1ccc(C(=O)OCC(=O)Nc2sc3c(c2C#N)CCCCC3)cc1	-1.3	0.3	10.0	-0.8	-1.5	-4.0	-0.2	3.5	-2.8	4.6	-4.6
COc1ccc(-n2nnnc2SCC(=O)Nc2ccc3c(c2)OCCO3)cc1OC	-1.6	1.1	-7.2	-1.7	-2.1	-0.4	0.1	0.0	4.0	-3.0	-0.5
CC(C)C[C@H](NC(=O)N1CC(=O)Nc2ccccc21)C(=O)N1CCC[C@H]1C(=O)O	-0.9	1.0	-0.7	0.3	1.7	0.7	1.1	-3.0	3.1	0.5	-4.0
O=C(CCn1nnc2ccccc21)Nc1nnc(COc2ccc(F)cc2)s1	-1.7	-0.2	3.2	-0.6	-1.0	-1.5	0.0	0.0	-0.1	-1.8	-4.4
NS(=O)(=O)c1ccc(CCNC(=O)Cc2ccc(Cl)cc2)cc1	-1.2	0.2	-0.6	-0.7	0.3	-1.2	-0.6	-1.4	-6.8	2.7	-1.0
Clc1cccc2c3c([nH]c12)CCNC3	-0.4	-0.5	-3.3	0.2	-1.2	1.6	0.1	0.4	-2.1	0.9	-6.1
CCNC(=S)N1C2CCC1CC(NC(=O)Nc1ccc(C(=O)OCC)cc1)C2 (centres undefined)	-1.2	1.2	-0.8	1.3	-0.7	1.0	-0.7	-0.8	-0.7	0.2	-1.3
COc1ccc(N(C(=O)c2ccco2)C(C(=O)NC2CCCC2)c2ccc(N(C)C)cc2)cc1 (centres undefined)	-1.6	2.2	-1.2	-2.0	-0.8	-0.9	-0.1	-0.6	-1.2	1.0	-4.1
COc1ccc(NC(=O)C2CCCN(S(=O)(=O)c3cccnc3)C2)cc1OC (centres undefined)	-1.2	0.7	0.6	-1.4	-1.1	-0.7	1.1	0.9	-11.2	-3.9	-0.1
O=C(COC(=O)Cc1ccc(Cl)cc1)Nc1ccccc1-c1ccccc1	-1.5	0.8	5.7	-1.6	-1.3	1.9	-0.5	3.3	3.6	3.3	4.5
O=C(CSC1=NCCN1)Nc1ccccc1[N+](=O)[O-]	-0.6	-3.6	-2.4	-0.5	1.5	-2.2	0.9	0.9	-14.1	3.6	-6.3
COc1ccc(N2C(=O)C(Cl)=C(N3CCCC(C)C3)C2=O)cc1 (centres undefined)	-1.2	-2.5	-3.3	-1.4	0.0	-3.7	-1.0	-0.3	-0.8	-2.2	1.7
N#C/C(=C\c1ccc(O)c(O)c1)C(=O)N1CCCC1	-1.1	4.2	0.4	-0.1	3.0	-0.6	0.8	-2.7	-1.0	-5.6	2.3
O=C(COC(=O)C1CC2C=CC1C2)Nc1ccccc1F (centres undefined)	-0.9	-2.5	-2.1	-0.3	0.5	0.9	0.9	3.7	-3.7	5.3	-8.3
CCOC(=O)c1c(C)[nH]c(C(=O)CSc2ccc(Cl)cc2)c1C	-0.2	3.2	1.4	-1.1	-0.8	4.9	0.8	1.4	1.2	-0.5	0.1
Cc1noc(/C=C/N(C)C)c1S(=O)(=O)N1CCCC(C(=O)N2CCCCC2)C1 (centres undefined)	0.0	-4.8	-8.8	1.6	0.3	-0.9	-0.4	-2.1	-15.1	10.0	-2.5
CCOc1ccc(CNC(=S)N/N=C/c2ccc(OC)c(OC)c2)cc1	-1.1	0.8	2.1	-2.6	-1.4	0.1	-0.3	3.4	-2.2	0.8	8.7*
CC(=O)N1C[C@H]2CON(C)[C@H]2C[C@H]1c1ccc(-c2ccccc2)cc1	-1.3	4.8	0.7	0.1	3.2	-0.5	-0.5	-2.9	2.3	-0.3	3.0
CN(C)CCCNC(=O)c1ccccn1	0.2	8.3	-1.7	-0.2	1.6	8.4*	-0.5	0.3	3.2	-4.3	0.4
CC1Cc2ccccc2N1S(=O)(=O)c1cccc(C(=O)NC2CC2)c1 (centres undefined)	-0.9	0.8	4.1	1.1	-1.9	-0.3	-0.2	-3.0	3.3	-7.4	0.9
CCc1ccc2c(CN3CCN(S(=O)(=O)c4cccs4)CC3)cc(=O)oc2c1	-1.9	8.1	3.5	-2.6	-1.2	-2.9	-1.6	-2.4	9.6	-6.5	5.5

Printed as active in ADAM17 inh (from the list above):
SMILES,ssDAF-12 act,PLC-gamma1 inh,NR1D1 modulator,hcDAF12 agonist,DAX1 inh-1,SMARCA2 activ,DAX1 inh-2,PLCb3 inh,MBD2 inh,ADAM17 inh
CCOc1ccc(CNC(=S)N/N=C/c2ccc(OC)c(OC)c2)cc1,-1.1,0.8,2.1,-2.6,-1.4,0.1,-0.3,-2.2,0.8,8.7*
